From PubChem BioAssay
BRCT PPI green – blocks human BRCA1 BRCT binding to phosphopeptide, green readout; P38398; BRCA1 BRCT-phosphopeptide binding, green fluorescence polarization; Potency, µM (top dose mostly 76.9 µM), without a hit: at the top dose activity change, negative = inhibition, actives largely listed as inhibitors; actives 0.05% (n = 75,000); AID 875;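 further: potency means the concentration at half of the fitted maximal effect; plate controls were peptide without protein for full effect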
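Compounds were incubated for 12 min at room temperature with a complex of 100 nM fluorescein-tagged pBACH1 decapeptide and 250 nM His-tagged BRCT protein. Buffer was phosphate pH 7.3 with EDTA, DTT and Tween 20. Disruption of binding lowers the polarization signal.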
Fluorescein autfl – compound autofluorescence in fluorescein spectral region. Compound autofluorescence, 480/540 nm, fluorescein-equivalent; active compounds read high. max fluorescein-equivalent concentration, M. actives 0.91% (n = 59,000); in the data active means max fluorescein-equivalent concentration above about 10 nM; inconclusive means between about 1.1 nM and that limit
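First, buffer (100 mM Tris, pH 8.0) dispensed; second, compounds and fluorescein standards pinned in; third, 15 min room-temperature incubation; finally, imaging at ex 480 nm/em 540 nm. Fluorescence normalized against the six-point fluorescein curve.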
4MU fluor – 4-MU region autofluorescence; compound autofluorescence, 340/450 nm, 4-MU equivalents; active compounds read high; max dye-equivalent concentration, M; actives 11% (n = 59,000); in the data active means max dye-equivalent concentration above about 10 nM; inconclusive means mostly about 1.1 nM to 9.6 nM
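Intrinsic fluorescence at 340/450 nm (ex/em) was read after 15 min at room temperature in pH 8.0, 100 mM Tris. Each compound concentration expressed as 4-MU-equivalent concentration from a six-point 4-MU standard series on each plate.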
HEK293 cAMP ctrl – raises cAMP in parental HEK293 cells, TSHR agonist counter-screen; Potency, µM (doses to about 57.1 µM), without a hit: at the top dose activation, usual class: activators; AID 938; parental HEK293 CNG cAMP sensor, membrane potential fluorescence; actives 2.5% (n = 73,000); further: potency means the concentration at half of the fitted maximal effect; % of control where 0% means no effect; nearly all actives have a fitted effect of over 55% in size
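Parental HEK 293 cells stably expressing a cAMP-gated CNG channel were loaded with membrane potential dye containing 100 uM RO 20-1724 for 60 min. Compound added for 30 min; depolarization read as fluorescence intensity at 590 nm.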
USP2a inhib – inhibitors of human ubiquitin-specific protease USP2a; O75604; AID 927; USP2a enzymatic assay, qHTS inhibition; actives 0.1% (n = 60,000); Potency, µM (titrated, usually from 38.3 µM), without a hit: at the top dose activity change, negative = inhibition, actives largely listed as inhibitors;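 further: potency means the concentration at half of the fitted maximal effect; nearly all actives have a fitted effect of over 60% in size; plate controls were DMSO for no effect and NEM full inhibition control for full effect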
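20 nM USP2 core + cpd, 30 min RT; add 20 nM Ub-PLA2/20 uM NBD C6-HPC; read Ex460/Em535 at 0 h and 2.5 h. Normalized to NEM; qHTS curve fit/classification.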
Casp7 inh – caspase-7 (human) inhibition, allosteric or competitive | recombinant caspase-7, Ac-DEVD-AFC fluorescence rate | Potency, µM (highest dose often 57.5 µM), inactives show at the top dose activity change, negative = inhibition, most hits filed as inhibitors | actives 0.02% (n = 75,000) | P55210; active means well fitted inhibition curve with a large enough effect in the main read-out, with a control signal flat, not every such curve was filed as active; inconclusive means small, poorly fitted or top-dose-only effect, or a change in a side signal; further: potency means the concentration at half of the fitted maximal effect; % of control where 0% means no effect
Target sequence (P55210 24-198 limits assumed): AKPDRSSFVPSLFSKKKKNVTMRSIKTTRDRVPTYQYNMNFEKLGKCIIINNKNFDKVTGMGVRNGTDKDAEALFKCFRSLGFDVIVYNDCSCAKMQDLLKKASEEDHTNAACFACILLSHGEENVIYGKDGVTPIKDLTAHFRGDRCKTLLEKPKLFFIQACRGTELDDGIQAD
Target sequence (P55210 207-303 limits assumed): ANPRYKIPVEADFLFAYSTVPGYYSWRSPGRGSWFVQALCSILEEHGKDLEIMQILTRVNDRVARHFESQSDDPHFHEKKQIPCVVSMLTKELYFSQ
A350 fluor – compound fluoresces in the Alexa 350 spectral region | actives 11% (n = 59,000) | max dye-equivalent concentration, M | Compound autofluorescence, 340/450 nm, Alexa 350 dye-equivalents; active compounds read high; in the data active means max dye-equivalent concentration above about 10 nM; inconclusive means mostly about 1.1 nM to 9.6 nM
Ub-GFP proteasome – proteasome inhibitors stabilizing ubiquitin-GFP reporter; Potency, µM (top dose mostly 45.9 µM), for inactives: at the top dose activation (GFP accumulation), actives largely listed as activators; Ubiquitin-GFP reporter cells, proteasome inhibition, GFP fluorescence; response scale: untreated = 0%, 10 µM MG-132 = 100%; 67,000 tested, under 10 active; active means well fitted activation curve with a large enough effect, not every such curve was filed as active; inconclusive means small, poorly fitted or top-dose-only effect, or another doubt; inactive means no such curve, though single readings can be large or run the other way; further: potency means the concentration at half of the fitted maximal effect
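Proteasome blockade was scored as a rise in GFP-expressing U2OS cells carrying a ubiquitin(G76V)-GFP construct, imaged after 4 hr compound treatment at 37 °C across a 46 uM–2.9 nM series.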
Epigenetic mod – epigenetic GFP locus derepression in mouse cells; AID 597; mouse C127i GFP locus derepression, cytometry, 30 h; actives 0.09% (n = 68,000); Potency, µM (series often up to 46.1 µM), for the others: at the top dose GFP derepression (activation); further: % of control where 0% means no effect
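Murine C127i mammary cells carrying a silenced, stably integrated CMV-driven GFP reporter were treated with compound for 30 hours at 37 C. After PBS washes, GFP-positive cells were counted by laser-scanning microplate cytometry.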
BRCT PPI red – inhibitors of human BRCA1 BRCT-phosphoprotein interaction (red fluorophore); P38398; BRCT-phosphopeptide binding, red fluorescence polarization; Potency, µM (highest dose often 76.9 µM), for inactives: at the top dose activity change, negative = inhibition, usual class: inhibitors; actives 0.03% (n = 75,000); further: on the % scale 0 is the no-effect control and ±100 the full control effect
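Rhodamine-labelled pBACH1 10-mer (100 nM) bound to BRCT domain (100 nM) at pH 7.3; compounds incubated 12 min room temperature, polarization read. Free peptide defines full inhibition; unlabelled decapeptide titrated as control.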
Casp1 inh – caspase-1 (human) inhibition, allosteric or competitive; Caspase-1 enzyme, Ac-WEHD-AFC fluorogenic rate; Potency, µM (top dose mostly 57.5 µM), for inactives: at the highest dose activity change, negative = inhibition, hits mostly inhibitors; P29466; actives 0.03% (n = 75,000);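 further: potency means the concentration at half of the fitted maximal effect; plate controls were vehicle for no effect and no substrate for full effect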
Target sequence (P29466 120-297 limits assumed): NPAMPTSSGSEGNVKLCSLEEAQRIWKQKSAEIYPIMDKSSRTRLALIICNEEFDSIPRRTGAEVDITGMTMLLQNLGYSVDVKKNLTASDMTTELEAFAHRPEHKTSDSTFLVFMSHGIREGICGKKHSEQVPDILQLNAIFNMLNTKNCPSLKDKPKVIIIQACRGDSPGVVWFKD
Target sequence (P29466 317-404 limits assumed): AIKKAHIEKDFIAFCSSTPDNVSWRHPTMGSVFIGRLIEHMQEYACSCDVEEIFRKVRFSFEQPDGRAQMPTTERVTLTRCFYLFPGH
* marks the source's active call; other numbers are inactive results; i = inactive; u = inconclusive; x = not tested or not shown; [ ] = another dose, or the depositor's remark. Unless noted, the call rests on the fitted dose curve; in most records, active means well fitted curve in the direction sought with a large enough effect; inconclusive means small, poorly fitted or top-dose-only effect, or another doubt; inactive means no such curve, though single readings can be large; an effect the other way counts as inactive or inconclusive.

Order of results – Fluorescein autfl | BRCT PPI green | Epigenetic mod | Ub-GFP proteasome | BRCT PPI red | USP2a inhib | HEK293 cAMP ctrl | Casp7 inh | 4MU fluor | Casp1 inh | A350 fluor
O=C(Nc1cc(Cl)ccc1Cl)c1noc2c1CCCC2
→ x | -1.2% | x | 9% | -0.2% | x | 0% | -1% | x | 1% | x
CCOC(=O)CNC(=O)C(Cc1ccccc1)NS(=O)(=O)c1ccc2c(c1)CCC(=O)N2 (stereo not drawn)
→ i | -0.8% | 2% | x | 0.8% | 7% | -3% | -2% | i | -2% | u
Cc1cc(C)c(C(=O)CSc2n[nH]c(=O)n2C2CC2)cc1C
→ i | -3.6% | 0% | 1% | -1.2% | 1% | 20% | -1% | i | 1% | i
O=C(Nc1nc(-c2ccncc2)cs1)C1COc2ccccc2O1 (stereo not drawn)
→ x | -1.0% | x | 14% | 0.4% | x | u | -1% | x | -2% | x
Cc1ccc2c(CSc3nnc(C4CC4)n3N)cc(=O)oc2c1C
→ i | 0.0% | 9% | -3% | 1.6% | 18% | 4% | -1% | i | -2% | i
OCCN(CCO)c1ncnc2nc[nH]c12
→ i | -0.4%[15.4 µM] | 0%[9.22 µM] | -1%[9.17 µM] | 0.4%[15.4 µM] | x | 0%[11.4 µM] | 0%[11.5 µM] | i | -1%[11.5 µM] | i
C=CCn1c(SCCC#N)nnc1-c1ccncc1
→ u | 0.3% | -1% | -4% | 1.0% | 6% | -5% | -1% | i | 4% | i
CCOC(=O)C1C(=O)CC(C)(O)C(C(=O)OCC)C1c1ccc(C)s1 (stereo not drawn)
→ i | 0.5% | 2% | -1% | 0.5% | 0% | 23% | 0% | i | 0% | i
CC(C)C(=O)Nc1cccc(NC(=O)CCN2C(=O)c3ccccc3S2(=O)=O)c1
→ i | -1.3% | 2% | 3% | -1.1% | -4% | 1% | 1% | u | 2% | u
CN1CCN(c2ccc(Cl)cc2NC(=O)c2ccc(S(=O)(=O)N3CCCCCC3)cc2)CC1
→ i | -0.7% | 0% | -5% | 0.4% | 18% | -20% | -3% | i | -1% | i
COc1ccc(C[C@H](O)CN2CCOCC2)cc1
→ i | 0.1%[15.4 µM] | -2%[9.22 µM] | -2%[9.17 µM] | 0.3%[15.4 µM] | x | 8%[11.4 µM] | 4%[11.5 µM] | i | 2%[11.5 µM] | i
Cc1ccc(N(CC(=O)NC2CC3CCC2C3)S(C)(=O)=O)cc1C (stereo not drawn)
→ x | 1.4% | -4% | 7% | -2.0% | 6% | 13% | 0% | x | 0% | x
O=C(Nc1ncnc2c1ncn2C1OC(COC(=O)c2ccccc2)C(F)C1O)c1ccccc1 (stereo not drawn)
→ u | -0.4% | -1% | 0% | 0.5% | 27% | 2% | -4% | i | 0% | i
Cc1c(NS(=O)(=O)c2ccc3[nH]c(=O)[nH]c3c2)c(=O)n(-c2ccccc2)n1C
→ i | -1.2% | 0% | -3% | -0.2% | -7% | 1% | 0% | u | -1% | u
Cc1ccc(-n2c3c(cc(C(=O)NCCCN4CCOCC4)c2=O)C(=O)CC(C)(C)C3)cc1
→ x | -1.6% | 0% | -15% | 0.4% | x | u | -2% | x | 3% | x
COc1cc(S(=O)(=O)NCC2CCCO2)c(OC)cc1Cl (stereo not drawn)
→ i | 1.1% | 3% | -4% | 0.3% | -7% | 4% | -1% | i | 3% | i
O=C(NCc1ccco1)C(c1ccccc1F)N(CC1CCCO1)C(=O)Cn1nnc2ccccc21 (stereo not drawn)
→ i | -0.8% | 0% | -1% | -4.2% | 19% | u | 1% | i | -1% | i
COC(=O)Nc1ccc(S(=O)(=O)N(C)C)cc1
→ u | -2.4% | 0% | -3% | 2.1% | -7% | 2% | 0% | i | 2% | i
CCc1nc2nc(C)cc(Nc3cccc(C(F)(F)F)c3)n2n1
→ i | 3.5% | -1% | 7% | 0.1% | -3% | 3% | -1% | i | 1% | i
O=C(Nc1ccc2c(c1)nc1n2CCOC1)c1ccccc1
→ u | -1.2% | 0% | x | 1.0% | 5% | 9% | 0% | i | -3% | i

3 compounds out of the list above, sorted by the number in Epigenetic mod, low to high:
| SMILES | Epigenetic mod |
| --- | --- |
| Cc1ccc(N(CC(=O)NC2CC3CCC2C3)S(C)(=O)=O)cc1C (stereo not drawn) | -4% |
| C=CCn1c(SCCC#N)nnc1-c1ccncc1 | -1% |
| O=C(NCc1ccco1)C(c1ccccc1F)N(CC1CCCO1)C(=O)Cn1nnc2ccccc21 (stereo not drawn) | 0% |

(more compounds)
Order of results – Fluorescein autfl | BRCT PPI green | Epigenetic mod | Ub-GFP proteasome | BRCT PPI red | USP2a inhib | HEK293 cAMP ctrl | Casp7 inh | 4MU fluor | Casp1 inh | A350 fluor
CCN1CCC[C@@H]1CNC(=O)c1c(O)c(Cl)cc(Cl)c1OC
→ u | -2.6% | -1% | 5% | 0.8% | -2% | -6% | -1% | i | 2% | i
O=C(Cc1cccs1)N1CCCC(c2nc3c(nnn3Cc3cccc(Cl)c3)c(=O)[nH]2)C1 (stereo not drawn)
→ i | 1.6% | 0% | -5% | 0.0% | 28% | 4% | -11% | i | -4% | i
CCCOc1ccc(C2/C(=C(/O)c3ccc(F)cc3)C(=O)C(=O)N2CCCN(C)C)cc1 (stereo not drawn)
→ i | -2.1% | 4% | 2% | -1.6% | 4% | 7% | -3% | i | -2% | u
CCCCOCCCNC(=O)N[C@H](C(=O)OC)C(C)C
→ i | -0.5% | -5% | 6% | 0.2% | 4% | 12% | 0% | i | 0% | i
O=C(NCc1ccco1)C1CCN(C(=O)c2cc3sccc3n2Cc2ccc(Cl)cc2)CC1
→ i | 1.1% | 0% | -13% | -1.0% | 40%[activator] | 13µM* | -3% | i | -4% | i
O=C(CSc1ccc2c(c1)OCCO2)NC(=O)NC1CCCC1
→ u | -3.3% | 1% | 0% | -1.8% | 10% | 29% | 0% | i | 1% | i
COc1ccccc1/C=C/CN1CC(C)OC(C)C1 (stereo not drawn)
→ i | -2.0% | 2% | 0% | 1.1% | 1% | 14% | 0% | i | -2% | i
CCCCCCCC#Cc1ccccc1C(NC(=O)OC)C(C(=O)OC)C(=O)OC (stereo not drawn)
→ x | 1.3%[15.4 µM] | x | x | 0.2%[15.4 µM] | x | 24%[11.4 µM] | -1%[11.5 µM] | x | 1%[11.5 µM] | x
CCC(C)N(C(=O)c1csnn1)C(C(=O)NCc1ccc(F)cc1)c1ccco1 (stereo not drawn)
→ i | -0.2% | 0% | -1% | -0.8% | -3% | -10% | 0% | i | 3% | i
Cc1nn(C(C)C(=O)NCC2CCCO2)c(=O)c2cc3occc3n12 (stereo not drawn)
→ x | 0.7% | x | x | 1.2% | x | 1% | -1% | x | -2% | x
CC(NC(=O)Cc1cccs1)C(c1cccs1)N1CCN(c2ccccc2)CC1 (stereo not drawn)
→ u | 7.9% | 1% | -8% | 1.0% | 37%[activator] | 19% | -3% | i | -2% | i
Cc1ccnc2c(N3C(=O)C4C5C=CC(C5)C4(C)C3=O)cccc12 (stereo not drawn)
→ x | 0.3% | -2% | -9% | 0.4% | x | -5% | -2% | x | 1% | x
CCC(Cl)CC(Cl)C(Cl)C(Cl)C(Cl)C(C)Cl (stereo not drawn)
→ x | 0.6% | x | x | 0.4% | x | u | 0% | x | -1% | x
CCOc1c(C(N)=O)c(-c2ccccc2)c2c(=O)[nH]c3ccccc3n12
→ u | -8.5% | 0% | -4% | 1.6% | -3% | -59%[inhibitor] | -3% | 8.4e-08M* | -3% | 8.5e-08M*
O=C(C1CCCO1)N(Cc1ccccc1)c1ccccc1 (stereo not drawn)
→ i | -3.0% | -2% | 0% | 0.9% | -1% | 6% | -3% | i | 1% | i
c1ccc(-n2c(Sc3cnccn3)nnc2-c2cccs2)cc1
→ i | 1.6% | 0% | -4% | -0.5% | 9% | 7% | -3% | i | 2% | i
CCOC(=O)N1CCN(C(=O)CSc2nnc(Cn3c(=O)sc4ccccc43)n2C)CC1
→ x | -2.1% | x | 6% | 1.3% | x | -2% | 3% | x | -3% | x
C/C(CCN1CCCCc2nc(C)c(C)cc21)=N\OC[C@@H](C)[C@H](OCc1ccccc1)C(C)C
→ x | 1.1%[15.4 µM] | x | x | 0.4%[15.4 µM] | x | 22%[11.4 µM] | -2%[11.5 µM] | x | -4%[11.5 µM] | x
COc1ccc(CNC(=O)C2CCN(C(=O)N3CCOc4ccc(C)cc43)CC2)cc1
→ x | -2.3% | x | x | 0.9% | x | -4% | -1% | x | 0% | x
CCOC(=O)c1ccc(COc2nc3ccccc3nc2-c2ccccc2NC(C)=O)o1
→ i | 0.5% | -3% | 2% | -0.4% | 2% | 23% | -2% | u | -2% | u
O=c1nc2s/c(=C\c3ccco3)c(=O)n2nc1Cc1ccccc1
→ x | 1.4% | -4% | 6% | -4.2% | 31%[activator] | 3% | u | x | u | x
O=C(CN(C(=O)CCC(=O)Nc1ccccn1)c1ccc2c(c1)OCCO2)NCCc1ccccc1
→ i | -0.7% | -3% | 1% | 1.1% | -2% | u | -2% | i | 1% | i

This is a subset. The share of hits here may be higher or lower than overall.
